Screening results as filed in PubChem.
SRC3 TRFRET art – flags TR-FRET format artefacts in PPARgamma SRC-3 recruitment agonist screen; TR-FRET artefact counter-screen, PPARgamma/SRC-3 format; active compounds read high; TR-FRET ratio at 8 µM; 0.39% of 99,000 active; in the data active = TR-FRET ratio above about 2000; also: inactives centre near 1600; reference of the scale not given here
SRC1 TRFRET art – flags TR-FRET format artefacts in PPARgamma SRC-1 recruitment agonist screen. TR-FRET detection artefact counter-screen, emission ratio; active compounds read high. TR-FRET ratio at 8 µM. 0.34% of 99,000 active. AID 1051; in the data active = TR-FRET ratio above about 2300; also: inactives centre near 1800; reference of the scale not given here
Starred values were filed as active, the others as inactive. A portion of the library. The share of hits here may be higher or lower than overall.

Results follow in this order: SRC3 TRFRET art | SRC1 TRFRET art
1: Cc1ccc(-c2nsc(SCC(=O)NCC3CCCO3)n2)cc1 (stereo unspecified)
    1492 | 1691
2: N#C/C(=C\Nc1ccccc1O)c1nc2ccccc2o1
    1757 | 2061
3: CC(=O)c1cccc(NC(=O)C(=O)Nc2cccc3ccccc23)c1
    1776 | 1717
4: c1ccc(SCc2cc(-c3ccccc3)no2)cc1
    1583 | 1832
5: COc1ccc(N(CC(=O)NCc2ccccn2)S(=O)(=O)c2ccccc2[N+](=O)[O-])c(OC)c1
    1579 | 1829
6: CCOC(=O)C1=C(C)NC(=S)NC1c1cc(C)sc1C (stereo unspecified)
    1577 | 1784
7: O=C(CCCN1C(=O)c2ccccc2C1=O)Nc1ccc(Br)cn1
    1553 | 1458
8: Cn1c(N)c(C(=O)COC(=O)c2cccs2)c(=O)n(C)c1=O
    1518 | 1529
9: CCOC(=O)c1ccc(NC(=S)Nc2ccc(Cl)cn2)cc1
    1557 | 1935
10: O=C(COC(=O)[C@H](Cc1ccccc1)NC(=O)c1cccs1)NC1CC1
    1499 | 1524
11: c1ccc(OCc2nnc3n2N=C(c2ccccc2)CS3)cc1
    1533 | 1790
12: COc1cc(/C=C/C(=O)OCC(=O)Nc2ccc(NC(C)=O)cc2)cc(S(=O)(=O)N2CCc3ccccc32)c1OC
    1579 | 1677
13: O=C(CSc1nc(O)cc(=O)n1-c1ccccc1)Nc1ccccn1
    1503 | 1627
14: O=C(O)/C=C\C(=O)Nc1ccc(N2CCN(c3ccc(F)cc3)CC2)cc1
    1713 | 1728
15: O=C(CSc1ccc2nnc(-c3ccc(Cl)cc3)n2n1)N1CCCc2ccccc21
    1869 | 1993
16: O=C(COC(=O)c1cc[n+]([O-])cc1)NCc1ccccc1Cl
    1682 | 1792
17: CC(=O)Cc1cc(O)c2ccccc2c1OC(=O)c1ccccc1
    1540 | 1701
18: CC(C)CNC(=O)C1c2ccccc2Oc2ccccc21
    1652 | 1631
19: CC(Sc1nnc(COc2ccccc2)n1Cc1ccccc1)C(=O)O (stereo unspecified)
    1467 | 1601
20: Cc1ccccc1COC(=O)c1nn(-c2ccccc2)nc1N
    1841 | 2036
21: Nc1nnc(Cc2ccccc2F)s1
    1737 | 1951
22: CC(C)CNc1nc(SCC(=O)Nc2ccccc2)nc(N2CCOCC2)n1
    1577 | 1682
23: CCN1CCCc2cc(CN(CCN3CCOCC3)C(=S)Nc3ccc(OC)c(Cl)c3)ccc21
    1496 | 1783
24: CCOC(=O)c1sc2nc(C)cc(C)c2c1N
    1686 | 2024
25: COc1ccccc1NS(=O)(=O)c1cc(NC(=O)c2sc3cc(Cl)ccc3c2Cl)ccc1C
    1675 | 2125
26: Cn1cccc1-c1cc(C(=O)N2CCc3c([nH]c4ccccc34)C2c2ccccn2)[nH]n1 (stereo unspecified)
    1581 | 1892
27: Cc1ccc(-c2nc3nc4ccccc4nc3n2Cc2ccco2)cc1
    1333 | 1713
28: CCS(=O)(=O)Nc1ccc(-c2nc3cccnc3s2)cc1
    1504 | 1996
29: Cc1cccc2nc(CSc3nc4cc([N+](=O)[O-])ccc4s3)cn12
    1391 | 1897
30: CCOC(=O)C1CCCN(S(=O)(=O)c2ccc(S(=O)(=O)N(CC)CC)cc2)C1 (stereo unspecified)
    1616 | 1861
31: COc1ccc(N(CC(=O)N/N=C/c2cc(Br)c(C)o2)S(=O)(=O)c2ccc(NC(C)=O)cc2)cc1
    1577 | 1654
32: CC(Sc1cccc[n+]1[O-])C(=O)Nc1cccc(S(=O)(=O)N2CCOCC2)c1 (stereo unspecified)
    1623 | 1791
33: Cc1ccc(C(C(=O)NC2CCCCC2)N(C(=O)CCCC(=O)Nc2ccccn2)c2ccc3c(c2)OCCO3)cc1 (stereo unspecified)
    1535 | 1779
34: N#C/C(=C\c1ccccc1OCc1ccc(C(=O)O)cc1)C(=O)Nc1ccc(O)cc1
    1453 | 1690
35: Cc1ccc(-n2ncc(C(=O)Nc3ccc(Cl)cc3)c2C2CCNCC2)cc1C
    1413 | 1940
36: COC(=O)N/N=C/c1cn(CCCOc2ccccc2)c2ccccc12
    1346 | 1944
37: O=C(CNc1ccccc1-c1ccccc1)NCc1ccccc1
    1560 | 1697
38: Cc1cc(C)cc(NC(=O)Nc2ccc(Cl)cn2)c1
    1514 | 1623
39: CN(C)c1nc(/C=C(\C#N)C(N)=O)c(Cl)n1-c1ccc(F)cc1
    1617 | 1687
40: CN(CCOc1ccccc1)CC(=O)Nc1cc([N+](=O)[O-])ccc1Cl
    1553 | 1705
41: O=C(O)CNS(=O)(=O)c1ccc(Br)s1
    1254 | 1751
42: CN(C)c1ccc(/C=N/N=C(N)N)cc1[N+](=O)[O-]
    1698 | 2120
43: COc1ccc(N2C(=O)C(CC(=O)Nc3ccccc3)N(Cc3cccs3)C2=O)cc1 (stereo unspecified)
    1292 | 1842
44: Cc1cc([N+](=O)[O-])cc(C)c1OCC(=O)N/N=C/c1ccc(OC(=O)c2ccccc2Br)cc1
    1479 | 1842
45: CC1=Nc2ccccc2/C1=C\c1sc(Nc2ccc(C)cc2)nc1O
    1622 | 1524
46: CC1CCCN(c2ccc(C(=O)NCc3ccccc3)cn2)C1 (stereo unspecified)
    1567 | 1921
47: CCOC(=O)CN1CC23C=CC(O2)C(C(=O)Nc2cc(OC)ccc2OC)C3C1=O (stereo unspecified)
    1688 | 1788
48: O=C(CCSc1ccccc1)OCn1nnc2ccccc2c1=O
    1351 | 1780
49: COC(=O)C1=C(C)N(C(C)c2ccccc2)C(=O)C1 (stereo unspecified)
    1314 | 1626
50: CCCc1cc(=O)[nH]c(SCC(=O)c2c[nH]c3ccccc23)n1
    1453 | 1684

Following part:
Results follow in this order: SRC3 TRFRET art | SRC1 TRFRET art
51: Cc1ccc(NCc2nnc(SCC(=O)N3c4ccccc4Sc4ccccc43)o2)c(C)c1
    1490 | 1761
52: CCOc1ccc(C(=O)NCC2(c3ccccc3)CCOCC2)cc1
    1715 | 1955
53: CCOC(=O)C1=C(N)OC2=C(C(=O)CCC2)C1c1ccc(C)s1 (stereo unspecified)
    1532 | 1547
54: O=C1c2ccccc2C(=O)N1CSc1ncccn1
    1670 | 1806
55: Cc1nn(-c2ccccc2)c(C)c1/C=N/NC(=O)c1cccs1
    1741 | 1861
56: CCC(=O)N1CCc2cc(Br)cc(S(=O)(=O)N3CCN(C(=O)c4ccco4)CC3)c21
    1481 | 1760
57: Cc1cc(C)n(CC(=O)N2c3ccccc3Sc3ccc(C(F)(F)F)cc32)n1
    1544 | 1697
58: Cc1ccc(CN2CCN(/N=C/c3ccc(Cl)c([N+](=O)[O-])c3)CC2)cc1
    1603 | 1804
59: CC1CCCCC1N=C1NC(C)(C)CS1 (stereo unspecified)
    1847 | 2139
60: O=C(CNc1ccc(Cl)cc1)NNC(=S)NCc1ccccc1
    1741 | 1826

By substructure: those above with two or more sulfur atoms
Results follow in this order: SRC3 TRFRET art | SRC1 TRFRET art
1: Cc1ccc(-c2nsc(SCC(=O)NCC3CCCO3)n2)cc1 (stereo unspecified)
    1492 | 1691
6: CCOC(=O)C1=C(C)NC(=S)NC1c1cc(C)sc1C (stereo unspecified)
    1577 | 1784
25: COc1ccccc1NS(=O)(=O)c1cc(NC(=O)c2sc3cc(Cl)ccc3c2Cl)ccc1C
    1675 | 2125
28: CCS(=O)(=O)Nc1ccc(-c2nc3cccnc3s2)cc1
    1504 | 1996
29: Cc1cccc2nc(CSc3nc4cc([N+](=O)[O-])ccc4s3)cn12
    1391 | 1897
30: CCOC(=O)C1CCCN(S(=O)(=O)c2ccc(S(=O)(=O)N(CC)CC)cc2)C1 (stereo unspecified)
    1616 | 1861
32: CC(Sc1cccc[n+]1[O-])C(=O)Nc1cccc(S(=O)(=O)N2CCOCC2)c1 (stereo unspecified)
    1623 | 1791
41: O=C(O)CNS(=O)(=O)c1ccc(Br)s1
    1254 | 1751
51: Cc1ccc(NCc2nnc(SCC(=O)N3c4ccccc4Sc4ccccc43)o2)c(C)c1
    1490 | 1761

Further results:
Results follow in this order: SRC3 TRFRET art | SRC1 TRFRET art
61: CSc1ncccc1C(=O)N1CCCC(CCC(=O)NCc2ccc(F)c(F)c2)C1 (stereo unspecified)
    1525 | 1981
62: COC(=O)c1oc(-c2ccc(Cl)cc2)nc1C
    1780 | 1823
63: CS(=O)(=O)c1nc(-c2ccc(F)cc2)cc(C(F)(F)F)n1
    1613 | 1802
64: COc1ccc(C2C(C(=O)N3CCCC3)CC(=O)N2c2ccc(OC)cc2)cc1 (stereo unspecified)
    1734 | 1865
65: O=C(NCc1ccccc1Cl)C(=O)NCC1OCCN1S(=O)(=O)c1cccs1 (stereo unspecified)
    1702 | 1881
66: COCCn1cnc2c1c(=O)n(CC(=O)OCC(=O)NCC(F)(F)F)c(=O)n2Cc1ccccc1
    1746 | 2002
67: COc1ccc(CNC(=O)c2cccc(C)c2[N+](=O)[O-])cc1
    1399 | 1829
68: O=S1(=O)N=C(N(CCO)/N=C/c2ccccc2)c2ccccc21
    1664 | 1961
69: COc1ccc(Br)cc1CN(C)CC(=O)Nc1cc(Cl)ccc1Cl
    1520 | 1987
70: O=C(COc1ccc2ccccc2c1)NCCc1ccc2c(c1)OCCO2
    1540 | 1583
71: CC(/C=C1\SC(=S)N(NC(=O)c2ccccc2C)C1=O)=C\c1ccccc1
    1842 | 1709
72: Cc1ccccc1OCC(=O)OCC(=O)NCC1CCCO1 (stereo unspecified)
    1618 | 1880
73: O=C(Cn1c(=O)c(=O)n(Cc2ccccc2)c2ccc(Cl)cc21)Nc1ccc(F)cc1F
    1672 | 1754
74: Cc1cccnc1CCNC(=O)CCc1nnc(-c2ccccc2)o1
    1683 | 1906
75: O=C(COC(=O)c1ccco1)Nc1ccccc1[N+](=O)[O-]
    1445 | 1713
76: O=C(O)c1cc(-c2ccc(/C=C3\NC(=O)N(c4ccc(Cl)cc4)C3=O)o2)ccc1Cl
    1578 | 1795
77: O=C(Oc1oc(-c2ccco2)nc1C=Nc1ccccc1)c1ccoc1
    1585 | 1561
78: O=C(C1CCN(S(=O)(=O)c2ccccc2[N+](=O)[O-])CC1)N1CCOCC1
    1556 | 1803
79: CCOC(=O)c1ccc(NC(=S)NC(=O)c2nn(CC)cc2Br)cc1
    1619 | 1680
80: Cc1ccc2nc(-c3ccc(NS(=O)(=O)c4ccc(F)cc4)cc3)sc2c1
    1630 | 1675
81: O=c1cc(CSc2nnc(NC3CCCCC3)s2)nc2sccn12
    1561 | 1672
82: CN1CCO/C1=C(\C(Cl)=C(Cl)Cl)[N+](=O)[O-]
    1870 | 1921
83: C/C(=C\C=C(C#N)C#N)c1cc(C#N)c(N)o1
    1796 | 1909
84: Cc1ccc(C)c(NC(=O)CSc2nc3[nH]ncc3c(=O)[nH]2)c1
    1460 | 1574
85: NS(=O)(=O)c1ccc(NC(=O)c2c(Cl)cccc2Cl)cc1
    1559 | 1901
86: COc1ccccc1C(=O)NCC(=O)OCC(=O)c1ccc2c(c1)-c1ccccc1C2
    2088* | 1947
87: COC(=O)Cc1c(OC)ccn(CCc2c[nH]c3ccccc23)c1=O
    1719 | 1703
88: Cc1cc(NC(=O)CSc2nc3ccccc3n2CC(=O)N2CC(C)CC(C)C2)no1 (stereo unspecified)
    1734 | 1808
89: CCN(CC)CCC#CC(O)(c1ccccc1)C1CCCCC1 (stereo unspecified)
    1715 | 2053
90: O=C(COC(=O)c1ccc[n+]([O-])c1)Nc1c(Br)cc([N+](=O)[O-])cc1Br
    1570 | 1749

Complete entries as entered above. Screens in order: SRC3 TRFRET art	SRC1 TRFRET art
Results for `COC(=O)Cc1c(OC)ccn(CCc2c[nH]c3ccccc23)c1=O` : 1719	1703
Results for `O=c1cc(CSc2nnc(NC3CCCCC3)s2)nc2sccn12` : 1561	1672

(list continues)
Results follow in this order: SRC3 TRFRET art | SRC1 TRFRET art
91: Fc1cccc(Cl)c1Cn1nnc2c(-n3ccnc3)ncnc21
    1421 | 2019
92: CC(C)C(=O)NC(NC1CCS(=O)(=O)C1)C(Cl)(Cl)Cl (stereo unspecified)
    1541 | 1800
93: O=C(Cc1ccc(-n2c(=O)c3sccc3n(CC(=O)Nc3ccccc3F)c2=O)cc1)NCc1ccco1
    1277 | 2047
94: O=C1C2C3C=CC(CNS(=O)(=O)c4ccccc4)(O3)C2C(=O)N1c1ccc(Cl)cc1 (stereo unspecified)
    1353 | 1662
95: CC(=O)N1CCCc2cc(S(=O)(=O)NCCC3=CCCCC3)ccc21
    1567 | 1832
96: Cc1ccccc1C(=O)NC(=S)Nc1ccc(S(=O)(=O)N2CCOCC2)cc1
    1636 | 1764
97: N#CCCn1c(=O)n(CCC#N)c2ccccc21
    1692 | 1654
98: Cc1ccc(-n2[nH]c(C)c(/C=N/Nc3ccc([N+](=O)[O-])cc3[N+](=O)[O-])c2=O)cc1C
    1608 | 1910
99: O=C(O)c1csc(Cc2ccccc2)n1
    1639 | 1656
100: CC12CC3CC(C)(C1)CC(C(=O)Nc1nn[nH]n1)(C3)C2
    1562 | 1777
101: Cc1ccc(N=Nc2c(C)[nH]n(C(N)=S)c2=O)cc1C
    1694 | 1685
102: COC(CNC(=O)C(C)n1nc(C)c2ccccc21)OC (stereo unspecified)
    1522 | 1900
103: O=C(CC1S/C(=N\S(=O)(=O)c2ccc(F)cc2)N(c2ccccc2)C1=O)Nc1ccccc1 (stereo unspecified)
    1540 | 1645
104: CCN1CCCC1CN(Cc1cc2ccc(C)cc2[nH]c1=O)C(=S)Nc1cccc(OC)c1 (stereo unspecified)
    1521 | 2097
105: CC(=O)Nc1ccc(S(=O)(=O)Nc2ccc(Cl)nn2)cc1
    1433 | 1657
106: COc1ccc(CCN2C(=O)CCC2(C)C(=O)NC2CCCC2)cc1OC (stereo unspecified)
    1385 | 1527
107: COc1ccc(C2NCCc3c2[nH]c2ccccc32)cc1COc1ccc(F)cc1 (stereo unspecified)
    1798 | 1763
108: CC1=CC(=O)C=C(C)C1=NOC(=O)/C=C\c1ccccc1
    1618 | 1888
